Screening data (PubChem BioAssay)
RECQ1 helicase – qHTS Assay for Inhibitors of RecQ-Like Dna Helicase 1 (RECQ1); RECQ1 DNA unwinding, red fluorescence kinetic read; Potency, µM (highest dose often 57.3 µM), for the others: top-dose activity, negative = inhibition, most hits filed as inhibitors; actives 0.54% (n = 240,000);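 note: plate controls were vehicle for no effect and no enzyme for full effect; nearly all actives have a fitted effect of over 30% in size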
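RECQ1T1 50 nM; forked duplex (20 bp + 30-nt ss tails) 200 nM, ATP 2 mM final; pH 8.0, 2 mM MgCl2, 2.5 ug/ml poly(dI-dC); 15 min compound preincubation; discontinuous kinetic read over 2 h at RT.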
L3MBTL1 block – qHTS Assay for the Inhibitors of L3MBTL1; Lethal(3)malignant brain tumor-like protein 1 (Homo sapiens), Q9Y468; AlphaScreen L3MBTL1–H3K9me1 peptide binding; Potency, µM (top dose mostly 57.1 µM), for the others: top-dose activity, negative = inhibition, hits mostly inhibitors; actives 0.66% (n = 230,000); AID 485360, 2010; note: % is set by controls: 0 for no effect and ±100 for the full control effect; nearly all actives have a fitted effect of over 60% in size
Target sequence (Q9Y468 whole entry, looked up): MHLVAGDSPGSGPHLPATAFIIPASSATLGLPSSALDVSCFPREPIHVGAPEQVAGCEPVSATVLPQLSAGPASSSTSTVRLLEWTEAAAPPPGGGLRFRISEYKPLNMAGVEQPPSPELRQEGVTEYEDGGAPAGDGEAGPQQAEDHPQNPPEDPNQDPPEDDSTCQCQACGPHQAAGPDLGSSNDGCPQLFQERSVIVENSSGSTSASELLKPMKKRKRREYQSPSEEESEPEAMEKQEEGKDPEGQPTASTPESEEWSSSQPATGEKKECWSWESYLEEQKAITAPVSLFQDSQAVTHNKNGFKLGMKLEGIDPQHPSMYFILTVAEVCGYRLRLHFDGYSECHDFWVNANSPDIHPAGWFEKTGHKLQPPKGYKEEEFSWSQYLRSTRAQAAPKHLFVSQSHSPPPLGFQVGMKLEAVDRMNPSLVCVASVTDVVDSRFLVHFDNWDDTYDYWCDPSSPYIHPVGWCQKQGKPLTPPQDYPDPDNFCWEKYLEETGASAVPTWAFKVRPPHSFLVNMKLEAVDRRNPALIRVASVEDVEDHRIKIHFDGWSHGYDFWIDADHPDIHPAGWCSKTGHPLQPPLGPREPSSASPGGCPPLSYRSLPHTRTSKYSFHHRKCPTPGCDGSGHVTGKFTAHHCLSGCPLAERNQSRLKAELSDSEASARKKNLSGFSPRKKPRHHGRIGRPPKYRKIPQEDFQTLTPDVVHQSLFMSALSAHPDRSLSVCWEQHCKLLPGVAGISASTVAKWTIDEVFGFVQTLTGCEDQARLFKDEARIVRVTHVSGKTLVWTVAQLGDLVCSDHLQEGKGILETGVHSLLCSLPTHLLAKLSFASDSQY
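AlphaScreen assay: L3MBTL1 (50 nM final) was preincubated 30 min at room temperature with biotinylated H3(1-15)K9me1 peptide (75 nM final), then 30 min with library compounds; streptavidin donor and nickel chelate acceptor beads (10 ug/mL final) added, 30 min dark.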
Tau ThT inhib – qHTS for Inhibitors of Tau Fibril Formation, Thioflavin T Binding; Microtubule-associated protein tau (Homo sapiens), P10636; recombinant tau K18 P301L, heparin-induced fibrillization, ThT fluorescence; Potency, µM (titrated, usually from 57.4 µM), without a hit: at the top dose activity, negative = inhibition, usual class: inhibitors; actives 2.1% (n = 270,000); note: % is set by controls: 0 for no effect and ±100 for the full control effect; nearly all actives have a fitted effect of over 55% in size
Target sequence (P10636 561-689 P618L limits assumed): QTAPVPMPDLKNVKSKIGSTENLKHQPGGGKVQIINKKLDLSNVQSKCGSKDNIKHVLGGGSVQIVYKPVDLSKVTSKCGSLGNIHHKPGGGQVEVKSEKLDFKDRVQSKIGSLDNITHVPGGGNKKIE
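Fibril formation assay: tau K18 P301L at 15 uM with trace Alexa 594 label, heparin inducer 20 uM, pH 7 sodium acetate buffer, 37 C for 6 hr; endpoint ThT signal.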
SMN2 splice enh – qHTS Assay for Enhancers of SMN2 Splice Variant Expression; actives 2.8% (n = 210,000); Potency, µM (titrated, usually from 46.1 µM), inactives show at the top dose activity change, positive = activation, hits mostly activators; AID 1458, 2008; HEK293 SMN2-luciferase splicing reporter, luminescence, 30-36 h; note: % of control where 0% means no effect; nearly all actives have a fitted effect of over 55% in size
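HEK293 cells carry an SMN2 […]–luciferase reporter in which exon 7 inclusion puts luciferase in frame. Cells were plated 10-12 h before compound addition, then incubated 30-36 h at 37C. ONE-Glo luminescence was read; sodium butyrate at 4.5 mM final served as control.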
LMNA splice mod – qHTS Assay for Modulators of Lamin A Splicing; HeLa LMNA splicing GFP/RFP minigene ratio, 48 h; Potency, µM (highest dose often 46.1 µM), for inactives: at the top dose ratio change, negative = inhibition, usual class: inhibitors; actives 0.01% (n = 200,000); active = well fitted inhibition curve with a large enough effect in the signal ratio, with a control signal flat, not every such curve was filed as active; inconclusive = small, poorly fitted or top-dose-only effect, or effect the other way, or a change in a side signal; the % refers to the signal ratio; note: % is set by controls: 0 for no effect and ±100 for the full control effect
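S3 HeLa cells stably expressing lamin A-EGFP splicing minigene plus DsRed2, 600 cells/well, 48 h compound exposure at 37C. Laser-scanning cytometry; analysed as GFP (500-530 nm)/RFP (575-640 nm) total intensity ratio; 0.5% DMSO vehicle.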
JMJD2E inh – qHTS Assay for Inhibitors of Human Jumonji Domain Containing 2E (JMJD2E) | Lysine-specific demethylase 4E (Homo sapiens), B2RXH2 | JMJD2E catalytic domain, FDH-coupled NADH fluorescence (FDH is formaldehyde dehydrogenase) | Potency, µM (series often up to 57.1 µM), for inactives: at the highest dose activity change, negative = inhibition, most hits filed as inhibitors | actives 1.6% (n = 230,000) | AID 2147, 2009; active = well fitted inhibition curve with a large enough effect, not every such curve was filed as active; inconclusive = small, poorly fitted or top-dose-only effect, or another doubt; inactive = no such curve, though single readings can be large or run the other way;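 note: 0% = wells with enzyme and -100% = buffer wells without enzyme; nearly all actives have a fitted effect of over 50% in size; many of its hits are not listed in these tables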
KinaseGlo FLuc – Counterscreen for Luciferase (Kinase-Glo TM) Inhibition | Potency, µM (top dose mostly 38.3 µM), without a hit: at the top dose activity change, negative = inhibition, hits mostly inhibitors | Luciferin 4-monooxygenase (Photuris pensylvanica), Q27757 | Kinase-Glo luciferase, ATP luminescence, 8 min | actives 0.28% (n = 200,000); note: % is set by controls: 0 for no effect and ±100 for the full control effect; nearly all actives have a fitted effect of over 60% in size
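Kinase-Glo luciferase light output from ATP and luciferin was measured with 10 uM ATP, within the enzyme's linear range. Buffer: 50 mM imidazole pH 7.2, 50 mM KCl, 7 mM MgCl2, 0.01% Tween 20, 0.05% BSA; luminescence read after 8 min at ambient temperature.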
ALDH1A1 inh – qHTS Assay for Inhibitors of Aldehyde Dehydrogenase 1 (ALDH1A1). Aldehyde dehydrogenase 1A1 (Homo sapiens), P00352. Purified ALDH1A1, NADH fluorescence, propionaldehyde substrate. Potency, µM (highest dose often 75.3 µM), for the others: top-dose activity, negative = inhibition, actives largely listed as inhibitors. actives 7.3% (n = 220,000). AID 1030, 2008; active = well fitted inhibition curve with a large enough effect, not every such curve was filed as active; inconclusive = small, poorly fitted or top-dose-only effect, or another doubt; inactive = no such curve, though single readings can be large or run the other way;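 note: plate controls were no enzyme wells and a reference inhibitor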
Active calls of the source: *; i = inactive; u = inconclusive; x = not tested or not shown; & = joins results of further samples; [ ] = remark or other dose. Unless noted, calls come from the whole dose curve; as a rule, active = well fitted curve in the direction sought with a large enough effect; inconclusive = small, poorly fitted or top-dose-only effect, or another doubt; inactive = no such curve, though single readings can be large; an effect the other way counts as inactive or inconclusive. Potency is the fitted concentration of half-maximal effect. The list is partial, so the mix of outcomes need not match the whole.

compound	RECQ1 helicase	L3MBTL1 block	Tau ThT inhib	SMN2 splice enh	LMNA splice mod	JMJD2E inh	KinaseGlo FLuc	ALDH1A1 inh
CCOC(=O)C1(CCCc2ccccc2)CCN(C2CCCC2)CC1	1%	-8%	u	x	u	3%	0%	-13%
O=C1NC(=O)C(=Cc2ccc(OCCOc3ccc([N+](=O)[O-])cc3)cc2)C(=O)N1	3%	40µM*	u	-2%	u	28µM*	-6%	18µM*
CCOc1ccccc1CN1CCN(S(=O)(=O)CC)CC1	0%	-2%	-8%	-2%	-1%	u	-2%	-9%
N#CC1=C(N)Oc2c(c(=O)oc3ccccc23)C1c1ccc([N+](=O)[O-])o1 (centres undefined)	i	u	10µM*	-2%	x	u	0%	0%
NS(=O)(=O)c1cc(C2(O)NC(=O)c3ccccc32)ccc1Cl (centres undefined)	-1%&-18%	-1%	u	-3%&-3%	-4%	2%&-11%	-3%&2%	7%&3%
CCOc1ccc([N+](=O)[O-])cc1CNCCc1ccccc1	20%	-8%	-7%	-2%	2%[46 µM]	-12%	1%	u
O=S(=O)(c1ccc(Cl)cc1)c1ccc(Cl)cc1	-22%&-3%	7%	x	-13%&0%	x	x	x	-8%
CCCCn1c(O)c(C=NCCN2CCCCC2)c(=O)[nH]c1=O	2%	-2%	-1%	-19%	1%	16%	1%	14%
CCOP(=O)(OCC)c1nc(-c2cccc3ccccc23)oc1N1CCOCC1	-2%	7%	-10%	-5%	1%	u	-1%	u
Cc1cccc(OCCCn2c(=O)oc3ccccc32)c1	17%	32%[activator]	-9%	19%	x	-13%	-2%	-11%
CCC(C)C(=O)O[C@@H]1C[C@@]2(C)C(c3ccoc3)OC(=O)CC23OC2(C)O[C@@]14[C@@]1(C)C(CC(=O)OC)C5(C)CC1(O)C(O)(C5OC(=O)C1(C)OC1C)C(OC(C)=O)[C@@]34O2 (some centres undefined)	-2%	x	-14%	-7%	x	-2%	0%	3%
O=S(=O)(c1ccccc1)N1CCCCC1c1cccnc1 (centres undefined)	-4%	-1%	4%	-7%	10%	-3%	-1%	1%
C[N+]1(CC(=O)OCCCc2ccccc2)CCCCC1	12%	-1%	u	x	10%[46 µM]	-2%	-1%	u
O=c1cc(-c2ccc(O)c(O)c2)oc2cc(O)cc(O)c12	13µM*	x	13µM*	8.9µM*	u	13µM*	2%	20µM*
Cc1ccc(S(=O)(=O)N(C)C/N=C(\N)N[N+](=O)[O-])cc1	i	-7%	-1%	9%	x	0%	2%	4%
CCN(CC)CCCOC(=O)C(OC)(c1ccccc1)c1ccccc1	-5%	x	-10%	1%	-2%	8%	17%	5%
CCC(=NCc1ccco1)c1c(O)n(-c2ccc(Cl)cc2)c(=O)[nH]c1=O	-1%	-2%	13%	x	x	-3%	x	9%
Cn1c2ccccc2c2cnn(CC(=O)N3CCC4(CC3)OCCO4)c(=O)c21	-2%	x	0%	10%	-1%	u	-2%	u
O=c1[nH]c(CN2CCNCC2)nc2ccccc12	i	x	-8%	6%	4%	26%	0%	-1%
CCC(=O)OC1(Cc2ccc(CC)cc2)CC(C)N(C)CC1C (centres undefined)	0%	-3%	0%	x	x	-4%	x	x

Compound profiles, from the list above. Screens in order: RECQ1 helicase	L3MBTL1 block	Tau ThT inhib	SMN2 splice enh	LMNA splice mod	JMJD2E inh	KinaseGlo FLuc	ALDH1A1 inh
Profile of `O=S(=O)(c1ccccc1)N1CCCCC1c1cccnc1` (centres undefined) : -4%	-1%	4%	-7%	10%	-3%	-1%	1%
Profile of `C[N+]1(CC(=O)OCCCc2ccccc2)CCCCC1` : 12%	-1%	u	x	10%[46 µM]	-2%	-1%	u

Following part.
compound	RECQ1 helicase	L3MBTL1 block	Tau ThT inhib	SMN2 splice enh	LMNA splice mod	JMJD2E inh	KinaseGlo FLuc	ALDH1A1 inh
CC(=O)OC1C2CCC1C(N1CCCC1)CC2 (centres undefined)	9%	x	-7%	14%	0%	3%	-3%	3%
O=C(Cn1ncc2ccsc2c1=O)N1CCC2(CC1)OCCO2	-6%	4%	0%	0%	11%	-2%	-3%	-4%
CCNc1cc(N2CCNCC2)ccc1[N+](=O)[O-]	24%	-6%	u	-5%	5%[46 µM]	2%	-1%	u
N#C/C(N)=C(/N)C#N	-3%	-1%	x	-13%	x	x	x	-2%
c1cc(CN2CCC3(CCNCC3)CC2)ccn1	-4%	x	x	-14%	x	x	-3%	5%
CN(C)CC1Oc2ccccc2OC1(O)c1ccccc1 (centres undefined)	i	2%	u	x	x	-5%	x	x
O=C1NC(=S)N(c2ccc(Cl)cc2)C(=O)/C1=C/N1CCN(C(=O)c2ccco2)CC1	-26%	1%	-7%	x	-6%	u	x	u
CC(=O)Nc1ccc(N(C(=O)Cn2nnc3ccccc32)C(C(=O)NC2CCCC2)c2ccc(O)c(O)c2)cc1 (centres undefined)	-2%	-5%	-16%	x	u	7.9µM*	2%	-10%
O=C1C2CCCN2C(c2cccc(Cl)c2)N1c1ccccn1 (centres undefined)	-1%	1%	1%	-9%	9%	-3%	-4%	u
O=C(Nc1ccccc1)N1CCC2(CC1)OCCO2	i	7%	-12%	20%	34%[46 µM]	4%	1%	18%
Oc1ccc2c3c1O[C@H]1c4[nH]c5ccccc5c4C[C@]4(O)[C@H](C2)N(CC2CC2)CC[C@@]314	-7%	x	-15%	x	x	9%	3%	-4%
COCCCN1Cc2ccccc2C1=N	-1%	8%	7%	9%	-3%	5%	-2%	8%
NC(=O)c1ccc(N)nc1	i	x	3%	-39%[inhibitor]	x	-10%	-1%	9%
Fc1ccc(C2=CCN(C(c3cccs3)c3nnnn3CCc3ccccc3)CC2)cc1 (centres undefined)	-16%	x	u	-29%	-21%	-14%	1%	u
Cc1cccc(-n2c(=S)[nH]c3ccccc3c2=O)n1	-2%	12%	1%	-19%	23%[46 µM]	-4%	0%	4%
Cc1nn(Cc2ccccc2)c(C)c1C(=O)OCC(=O)NCc1ccco1	-10%	x	-15%	3%	2%	0%	-9%	15%
C=CCn1c(O)c(C(C)=NC2CC2)c(=O)[nH]c1=O	i	1%	-7%	6%	5%	-1%	1%	8%
Cc1ccc(O)c(C)c1	-4%	-12%	x	2%	x	x	x	6%
CCOC(=O)C(O)(c1ccc(N=c2ccccn2C)cc1)C(F)(F)F (centres undefined)	-1%	5%	1%	x	x	-5%	x	x
Cc1nn(Cc2ccccc2)c(C)c1C=C1C(=O)NC(=S)NC1=O	-18%	6%	u	4%	-2%	u	-3%	u
CN(C)c1ccc(C=C(C#N)C#N)cc1	-8%	7%	u	2%	-14%	7%	-1%	28µM*
CCCCc1nc2ccccc2c(=O)n1-c1ccc(Cl)cc1[N+](=O)[O-]	1%	-10%	-10%	x	1%	0%	1%	-1%
CCC(=O)Oc1ccc2c(c1)CCC1C2CC[C@]2(C)C(OC(=O)CC)CCC12 (some centres undefined)	i	x	u	x	x	x	0%[39.9 µM]	3%
CCCc1cc2c(n1Cc1ccc(C)cc1)C(C)C1CN(C(=O)c3ccccc3)C(C)(C(=O)OC)C21 (centres undefined)	i	x	u	-13%	x	u	-2%	u
Cc1ccc(N=Nc2c(O)[nH]c(=O)[nH]c2=O)c([N+](=O)[O-])c1	i	2%	-10%	0%	20%	-1%	-4%	u
CC(C)n1c(O)c(C=NCc2cccnc2)c(=O)[nH]c1=S	-12%	4%	-13%	x	x	-9%	x	3%
COc1ccc(-c2nc(CSCC(=O)N3CCC4(CC3)OCCO4)c(C)o2)cc1OC	i	-2%	-13%	-17%	9%	-28%	-3%	u
Cc1nc2ccccc2c(=O)n1-c1ccc(Br)cn1	-10%	3%	-9%	x	x	13%	x	17%
CN1CCC2(CC1)C(C#N)=C(N)NC(S)=C2C#N	u	-2%&-11%	22µM*	28%	-4%[46 µM]	u	-5%	u
CCc1c(C)nc(N)nc1N1N=C1SCC#N	7%	x	-12%	3%	0%	6%	0%	1%
S=c1[nH]nc(-c2ccco2)n1-c1cccc2ccccc12	-2%	-5%	0%	5%	-10%	-9%	1%	u
Cc1cccc(N=Cc2c(O)n(-c3ccccc3C)c(=O)[nH]c2=O)c1	-5%	x	-21%	-22%	0%	4%	-5%	25µM*
CN1OC[C@@H]2COc3ccc4ccccc4c3[C@@H]21	-1%	9%	0%	1%	u	3%	0%	4%
O=C(NC(C(Cl)Cl)N1CCOCC1)c1ccccc1 (centres undefined)	7%	x	-9%	25%	x	u	-4%	u
COc1ccc(CN2C(=O)NC(=O)/C(=C/c3ccoc3)C2=O)cc1	u	u	-2%	x	x	-20%	x	x
CCCCn1c(C)c(C(=O)O)c2cc(OC)ccc21	i	-2%	-4%	-5%	21%	u	-1%	-4%
CCN(CC)C(=O)c1ccc(NC(=O)c2cccc(C(F)(F)F)c2)cc1	-2%	-3%	1%	-14%	18%[46 µM]	6%	0%	0%
NCCCNCCCCNCCCNC(=O)Cc1ccc(O)cc1	-1%[11.5 µM]	x	-13%[11.5 µM]	x	x	x	0%[39.9 µM]	6%[13.5 µM]
Fc1cccc(C2NCCc3[nH]cnc32)c1 (centres undefined)	-12%	0%	-5%	2%	-7%	-5%	-2%	3%
